Bioassay records from PubChem BioAssay.
CAL PDZ FP – human CAL PDZ-peptide interaction inhibition; Q9HD26; purified CAL PDZ, TMR-peptide fluorescence polarization, 1 h; inhibition, % at 20 µM; 330,000 tested, 0.02% active;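 active means highest replicate inhibition of at least 40%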;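 further: plate controls were DMSO neutral control wells for no effect and unlabeled competitor peptide control wells for full effect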
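Assay system – tagged CAL PDZ protein CerCALP, purified · Timing – 1 h at RT · Compound – single point, 20 µM · Measured by – fluorescence polarization from S- and P-plane intensities, G-factor corrected · Evaluation – inhibition from polarization loss · Probe or stimulus – TMR reporter peptide T*-PRC34 · Buffer or medium – pH 7.4 phosphate-saline buffer, reducing agent, detergent, IgG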
Wnt bcat act – activators of Wnt/beta-catenin signaling; 300,000 tested, 1.2% active; AID 743398; Wnt/beta-catenin reporter cell assay, activator, plate reader; activation, % at 9.35 µM; in the data active means activation above about 30%, passing the limit was not always enough;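 further: 0% = neutral control wells and 100% = positive control wells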
PfHsp90 yeast 2 – growth inhibition of yeast expressing Plasmodium Hsp90 | S. cerevisiae expressing PfHsp90, BacTiter-Glo ATP, 48 h; yeast lacking PDR1 and PDR3 efflux regulators | inhibition, % at 9.4 µM | 310,000 tested, 0.32% active;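 active means every replicate shows inhibition above about 80%, whatever the replicate mean, limit read from the data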;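 further: 0% = DMSO neutral controls and 100% = 20 µM radicicol positive controls; yeast relying on Plasmodium falciparum Hsp90 in place of its own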
phage Ecoli inh – E. coli growth loss with phage present. growth absorbance. 360,000 tested, 0.26% active. inhibition, % at 11.9 µM; in the data active means inhibition above about 11%
PvdQ inh – P. aeruginosa PvdQ acylase inhibition; purified PvdQ acylase, fluorescence plate reader; inhibition, % at 10 µM; 340,000 tested, 0.063% active; AID 488965; in the data active means inhibition above about 30%, passing the limit was not always enough;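 further: 0% = vehicle neutral wells and 100% = reference inhibitor wells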
Tat transport – inhibitors of E. coli Tat protein transport; inhibition, % at 10 µM; AID 488895; 340,000 tested, 0.036% active; E. coli MC4100 TorA-mCherry Tat export, fluorescence;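 active means mean replicate inhibition at least 50% and at least half of replicates individually reaching 50%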;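 further: exported cargo escapes ClpAP degradation while cytoplasmic cargo is degraded and loses fluorescence; 0% = median of neutral control wells and 100% = median of NaSCN control wells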
DAGLB inh – blocks human DAGLB lipase activity; HEK293T DAGLB membrane lysate, EnzChek fluorogenic substrate; AID 504411; 340,000 tested, 0.059% active; inhibition, % at 5.17 µM; in the data active means inhibition above about 34%;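 further: 0% = enzyme with vehicle and 100% = wells lacking enzyme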
Target sequence (Q8NCG7 whole entry, looked up): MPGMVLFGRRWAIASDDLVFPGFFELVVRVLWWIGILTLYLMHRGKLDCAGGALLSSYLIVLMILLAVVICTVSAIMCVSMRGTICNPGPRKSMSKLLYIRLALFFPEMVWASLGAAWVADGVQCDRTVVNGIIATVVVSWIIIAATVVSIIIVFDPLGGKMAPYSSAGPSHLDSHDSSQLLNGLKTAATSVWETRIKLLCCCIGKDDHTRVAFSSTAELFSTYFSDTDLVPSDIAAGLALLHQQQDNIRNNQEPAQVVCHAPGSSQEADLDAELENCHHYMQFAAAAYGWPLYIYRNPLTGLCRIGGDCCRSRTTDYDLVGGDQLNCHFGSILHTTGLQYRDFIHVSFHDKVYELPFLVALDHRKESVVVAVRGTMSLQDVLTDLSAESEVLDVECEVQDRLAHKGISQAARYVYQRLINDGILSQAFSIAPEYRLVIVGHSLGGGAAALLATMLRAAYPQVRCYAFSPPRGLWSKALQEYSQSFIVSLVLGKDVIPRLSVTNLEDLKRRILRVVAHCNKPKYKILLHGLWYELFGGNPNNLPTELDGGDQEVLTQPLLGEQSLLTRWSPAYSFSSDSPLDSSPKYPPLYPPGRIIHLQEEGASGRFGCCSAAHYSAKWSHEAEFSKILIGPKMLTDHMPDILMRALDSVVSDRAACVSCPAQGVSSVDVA
Rtt109 Vps75 – blocks Candida albicans Rtt109/Vps75 acetyltransferase activity | AID 540336 | Q5AAJ8 | inhibition, % at 34.9 µM | purified Rtt109/Vps75, ThioGlo CoA-SH fluorescence, 4 h | 330,000 tested, 0.16% active;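 active means inhibition of at least 50% in every replicate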
Target sequence (Q5AAJ8 whole entry, looked up): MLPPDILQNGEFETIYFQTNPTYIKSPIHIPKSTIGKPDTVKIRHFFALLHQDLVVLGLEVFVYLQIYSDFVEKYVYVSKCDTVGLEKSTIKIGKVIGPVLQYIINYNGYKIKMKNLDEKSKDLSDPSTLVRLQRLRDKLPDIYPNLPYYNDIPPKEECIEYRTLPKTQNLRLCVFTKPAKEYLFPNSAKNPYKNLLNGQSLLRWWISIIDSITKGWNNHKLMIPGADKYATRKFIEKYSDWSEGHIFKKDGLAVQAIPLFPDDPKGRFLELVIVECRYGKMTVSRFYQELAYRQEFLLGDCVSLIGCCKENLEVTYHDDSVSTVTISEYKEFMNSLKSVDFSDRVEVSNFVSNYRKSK
AddAB inh – less growth of phage-infected E. coli with AddAB; E. coli expressing H. pylori AddAB, absorbance growth; inhibition, % at 11.9 µM; 330,000 tested, 0.29% active; AID 435030; in the data active means inhibition above about 12%;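 further: 0% = vehicle wells of infected cells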
Ecoli viability – bacterial growth inhibition, counter-screen for AddAB inhibitors; E. coli V3065 growth, OD600 absorbance, 18 h; inhibition, % at 11.9 µM; 330,000 tested, 0.27% active; AID 449728;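 active means inhibition above the campaign's mean inhibition across all tested compounds plus 3 SD, cut at about 9.9% in these data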;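 further: uninfected addAB+ strain grown without phage in ampicillin broth; 0% = DMSO wells and 100% = ciprofloxacin 0.95 µg/ml wells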
Active calls of the source: *; . = no result given. Compounds as they come; 1.9% or so of the library scored in one or more.

The first three entries, to show the layout:
SMILES | CAL PDZ FP | Wnt bcat act | PfHsp90 yeast 2 | phage Ecoli inh | PvdQ inh | Tat transport | DAGLB inh | Rtt109 Vps75 | AddAB inh | Ecoli viability
CCOc1ccc(-c2nc(C#N)c(N3CCN(Cc4ccccc4)CC3)o2)cc1 | 0.6 | -2 | 9 | 3.6 | 1 | -1 | -8 | -7 | -1.2 | -0.3
CCN(CC)c1ccc(S(=O)(=O)N2CCOCC2)cc1NC(=O)CSc1cccc[n+]1[O-] | 0.5 | 0 | 5 | 0.5 | -4 | -17 | 1 | 5 | 3.4 | 2.8
COc1ccccc1CNC(=O)COC(=O)CC1CC2CCC1C2 (stereo not drawn) | -0.4 | -5 | 10 | 0.2 | -19 | -8 | -2 | -4 | 0.9 | -2.6

This part in full, previewed entries included:
SMILES | CAL PDZ FP | Wnt bcat act | PfHsp90 yeast 2 | phage Ecoli inh | PvdQ inh | Tat transport | DAGLB inh | Rtt109 Vps75 | AddAB inh | Ecoli viability
CCOc1ccc(-c2nc(C#N)c(N3CCN(Cc4ccccc4)CC3)o2)cc1 | 0.6 | -2 | 9 | 3.6 | 1 | -1 | -8 | -7 | -1.2 | -0.3
CCN(CC)c1ccc(S(=O)(=O)N2CCOCC2)cc1NC(=O)CSc1cccc[n+]1[O-] | 0.5 | 0 | 5 | 0.5 | -4 | -17 | 1 | 5 | 3.4 | 2.8
COc1ccccc1CNC(=O)COC(=O)CC1CC2CCC1C2 (stereo not drawn) | -0.4 | -5 | 10 | 0.2 | -19 | -8 | -2 | -4 | 0.9 | -2.6
CCOCCCN1CN(Cc2ccco2)CNC1=S | -2.5 | -1 | -8 | 0.1 | -6 | 0 | 1 | -4 | -2.4 | 0.2
COC(=O)C(O)(CC(=O)Nc1ccccc1OC)C(F)(F)F (stereo not drawn) | -0.1 | . | -4 | 1.2 | -4 | -4 | 0 | -2 | -0.4 | -2.2
COc1ccc(OC)c(N2CC(O)(c3cccs3)[N+]3=C2SCCC3)c1 (stereo not drawn) | -1.5 | 1 | 2 | 0.3 | 7 | -6 | 0 | 5 | 0.1 | 1.4
c1ccc(C2C/C(=N\N3CCOCC3)c3ccccc3O2)cc1 (stereo not drawn) | -1.1 | 4 | -12 | 2.8 | -16 | -20 | -4 | -4 | 3.5 | 0.7
O=C(CNC(c1ccccc1)c1ccccc1)Nc1cc([N+](=O)[O-])ccc1Cl | 0.9 | -5 | -1 | -0.5 | -15 | -4 | -15 | -2 | 6.1 | 0.5
Cc1ccc(CNS(=O)(=O)c2ccc(-c3cnc(C4CC4)o3)cc2)cc1 | -3.5 | -1 | 25 | 2.5 | -4 | 0 | -7 | -6 | 4.4 | -0.6
CCOc1ccc(/C(O)=C2/C(=O)C(=O)N(Cc3cccnc3)C2c2ccc(N(C)C)cc2)c(C)c1 (stereo not drawn) | -2.1 | -2 | 6 | 1.9 | -2 | -5 | -1 | 6 | 4.6 | -0.1
COc1ccccc1CC(NC(C)=O)C(=O)NC1CCN(C(=O)c2ccc(C)cc2)CC1 (stereo not drawn) | -3.8 | -1 | -5 | 1.5 | -13 | -3 | 1 | -8 | 1.4 | -1.8
O=C(C[n+]1cccc(/C=N/O)c1)N1CCCc2ccccc21 | 0.5 | 0 | -8 | 2.0 | -15 | -16 | -1 | -6 | 2.1 | -0.1
CCOC(=O)C1CCN(c2c(-c3ccccc3)c3cc(Cl)ccc3[nH]c2=O)CC1 | -1.0 | . | 1 | 1.4 | 1 | -6 | -1 | -3 | 2.7 | 0.5
CC(=O)NC(CCS(C)(=O)=O)C(=O)Nc1ccccc1Cl (stereo not drawn) | -3.1 | -2 | 20 | -1.8 | -5 | 10 | -5 | -2 | 4.2 | 1.5
COc1cc(NS(=O)(=O)c2ccc(Cl)cc2)c(C(=O)O)cc1OC | -1.2 | -2 | -5 | 2.5 | -16 | 3 | 4 | 4 | 3.7 | -1.0
O=S(=O)(c1ccc2c(c1)OCCO2)N1CCN(S(=O)(=O)c2ccco2)CC1 | -0.2 | -3 | 2 | 1.8 | 5 | -3 | -1 | 1 | 3.4 | -0.8
Cc1ccc(S(=O)(=O)NC(=O)c2cc(C)n(C3CC3)c2C)cc1 | -0.5 | 0 | -35 | 2.6 | -12 | -5 | 0 | -10 | 4.5 | -1.2
COc1ccc(-n2c(Cc3cccn3C)nnc2SCC(=O)Nc2ccccc2F)cc1 | -0.8 | -1 | -10 | 0.9 | -10 | 1 | 2 | 6 | 4.7 | -1.1
CCOc1cc(S(=O)(=O)N(Cc2ccccc2)Cc2ccccc2)c(OCC)cc1-n1cnnn1 | . | . | . | 1.8 | -16 | 14 | -8 | 18 | . | .
Cc1ccc2nc(/C(C#N)=C\c3cc(C)n(-c4cccc([N+](=O)[O-])c4)c3C)[nH]c2c1 | -0.5 | . | 13 | 4.3 | 9 | -4 | 2 | 4 | -2.5 | -0.1
COc1cc2oc3ccc(C#Cc4ccccn4)cc3c(=O)c2cc1OC | -1.0 | 9 | -9 | -0.2 | -12 | -1 | 1 | -1 | -1.6 | -0.4
Cc1csc(NC(=O)CSC2=NS(=O)(=O)c3cc(F)ccc3N2)n1 | -2.1 | -3 | -20 | 2.5 | -16 | 2 | 2 | -1 | 0.7 | -0.6
Cc1cc(C)c(S(=O)(=O)Nc2cccc(C(=O)O)c2)cc1S(=O)(=O)Nc1cccc(C(=O)O)c1 | -0.4 | 1 | -17 | 3.5 | -8 | 4 | 2 | -4 | 1.6 | 1.9
O=C(CCN1CCN(C/C=C/c2ccccc2)CC1)Nc1ccccc1 | -1.7 | -10 | 12 | -0.5 | -4 | -6 | 2 | 10 | 2.2 | 1.3
CCOC(=O)N1CCN(C(=O)c2ccc(OC)cc2)CC1 | -3.0 | -2 | -11 | 2.4 | 12 | -14 | 0 | 4 | 1.5 | -2.5
CN1CCCN(C(=O)c2cc(=O)[nH]c3ccccc23)c2nc3ccccc3nc21 | -1.3 | 5 | -12 | 2.5 | -15 | -1 | 5 | 0 | 2.4 | -2.9
O=C(CCS(=O)(=O)c1cccs1)N1CCCC1 | -0.2 | . | 68 | 0.0 | -8 | -5 | -1 | 1 | 3.3 | -2.5
CC1(C)C(=O)OC(c2ccc([N+](=O)[O-])cc2)C(C)(C)C1=O (stereo not drawn) | -1.3 | -1 | 20 | -0.4 | -14 | 5 | 0 | 2 | -1.7 | 1.9
CC1Oc2ccccc2C(=O)N(CC(=O)c2ccc3c(c2)OCCO3)C1=O (stereo not drawn) | -2.0 | 5 | -9 | 1.2 | -16 | -3 | -8 | -4 | 1.6 | -1.2
COc1ccc(CNC(=O)CCSc2ccc(F)cc2)cc1OC | -2.2 | -1 | -1 | 3.2 | -12 | -10 | 0 | 0 | -0.2 | -0.6
Clc1cccc(Cl)c1C[n+]1ccc2ccccc2c1 | -0.2 | 2 | 14 | 0.5 | -6 | 2 | -3 | -6 | 1.0 | -0.5
CN(Cc1ccco1)C(=O)c1ccc(N2CCCC2=O)cc1 | -2.4 | -3 | 28 | 3.3 | 3 | -5 | -3 | -1 | -1.7 | 0.1
CCOc1ccccc1CN1CCN(C2CCC2)CC1CCO (stereo not drawn) | . | 0 | 0 | 1.8 | -16 | -7 | -3 | 3 | 3.2 | -1.0
COc1ccc(NC(=O)c2ccc3c(=O)n(CC4CCCO4)c(=S)[nH]c3c2)c(OC)c1 (stereo not drawn) | -4.8 | 1 | 0 | 2.3 | -6 | 1 | -4 | 2 | 4.5 | 2.1
Nc1cccc(-c2cn(-c3cc4cc(C#CC5(O)CCCCC5)ccc4oc3=O)nn2)c1 | -1.9 | -8 | -8 | 2.5 | -12 | -8 | 4 | -17 | 1.4 | 0.0
CCCCOc1ccc(C(=O)N2CCN(CC(=O)Nc3ccc(C)cc3)CC2)cc1OC | -1.3 | -3 | 4 | 2.3 | -4 | 7 | 1 | -9 | 0.1 | 0.0
Cc1ccccc1CS(=O)(=O)Cc1ccc(C(=O)NC2CCCCC2)o1 | -1.1 | 2 | -18 | 2.1 | 1 | 2 | -1 | -22 | 3.0 | 0.6
C/C(=N\N=C(N)N)c1cccc(Cl)c1 | -1.1 | -1 | -10 | 3.2 | -18 | -3 | 0 | -3 | 3.7 | 1.3
CCCN1CCN(CCCNC(=O)C(CC)n2nc(C)n3c(cc4occc43)c2=O)CC1 (stereo not drawn) | -0.3 | 0 | -5 | -0.6 | -10 | -3 | -3 | -13 | 0.4 | -0.3
Clc1ccc(-c2nnc3sc(Cc4cccs4)nn23)cc1 | -2.8 | . | -23 | 5.3 | -9 | -5 | 0 | 4 | -1.1 | -0.1
CCN(CC)C(=O)CCc1nnc(Cc2cccc(C(F)(F)F)c2)o1 | -1.6 | 17 | -17 | 1.6 | 10 | 0 | 0 | 16 | 1.2 | 1.1
Nc1ncnc2c1ncn2[C@H]1C[C@H](O)[C@@H](COP(=O)(O)O)O1 | 0.0 | 0 | -15 | 2.1 | -10 | -7 | 1 | 0 | -1.9 | 1.5
Cc1ccc(NC(=O)c2ccc(F)cc2)nc1 | -2.4 | 51* | 10 | 4.0 | -12 | -2 | -2 | -4 | 3.8 | 0.8
O=C(c1cccc(Cl)c1)N(Cc1cccs1)C1CCS(=O)(=O)C1 (stereo not drawn) | . | . | 0 | 1.0 | -9 | -3 | 1 | -1 | 1.6 | -2.5
Cc1nnc(SCC2=C(C(=O)O)N3C(=O)C(NC(=O)c4cc(F)c(F)cc4Cl)C3SC2)s1 (stereo not drawn) | -0.8 | -1 | 16 | 4.4 | -4 | 4 | -1 | -4 | 3.1 | -0.7

Another view of part of the listing above.
Compound,CAL PDZ FP,Wnt bcat act,PfHsp90 yeast 2,phage Ecoli inh,PvdQ inh,Tat transport,DAGLB inh,Rtt109 Vps75,AddAB inh,Ecoli viability
Cc1ccc2nc(/C(C#N)=C\c3cc(C)n(-c4cccc([N+](=O)[O-])c4)c3C)[nH]c2c1,-0.5,.,13,4.3,9,-4,2,4,-2.5,-0.1
COc1cc2oc3ccc(C#Cc4ccccn4)cc3c(=O)c2cc1OC,-1.0,9,-9,-0.2,-12,-1,1,-1,-1.6,-0.4

Other results:
SMILES | CAL PDZ FP | Wnt bcat act | PfHsp90 yeast 2 | phage Ecoli inh | PvdQ inh | Tat transport | DAGLB inh | Rtt109 Vps75 | AddAB inh | Ecoli viability
O=C1N=C(N2CCCCC2)S/C1=C/C1=Cc2ccccc2OC1 | -1.2 | 2 | 6 | 1.4 | -13 | 3 | 2 | 0 | 3.4 | 0.8
CCCCNC(=O)Cn1c(=O)c2c(ncn2CCC(C)C)n(Cc2ccccc2)c1=O | -1.3 | -2 | 23 | 1.5 | -8 | 0 | -2 | -5 | 0.2 | -1.8
CC(OC(=O)CNC(=O)c1ccc2c(c1)OCO2)C(=O)NCCC1=CCCCC1 (stereo not drawn) | -0.5 | -7 | -5 | -0.4 | -8 | -1 | -1 | 8 | 2.9 | 1.6
CCc1ccc(CNC(=O)C2Cc3cc(S(=O)(=O)N4CCCC4)ccc3N2C(C)=O)cc1 (stereo not drawn) | -1.5 | 3 | -17 | -0.2 | 11 | 0 | -2 | 16 | 5.7 | 1.4
